Source: PubChem BioAssay (several laboratories)
Runt-SMMHC FRET: Runt domain-CBFb-SMMHC interaction inhibition; Cerulean-Runt/Venus-CBFb-SMMHC FRET ratio 530/480, 1 h; inhibition, % at 20 µM; actives 0.74% (n = 220,000);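 active means mean inhibition across duplicate retests at 20 µM reaching about 50%, limit read from the data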;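 further: 0% = DMSO wells and 100% = wells with excess untagged CBFb-SMMHC; inhibitors lower the FRET ratio by blocking Runt binding to CBFb-SMMHC; some results filed as inactive read as strong as hits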
p97 ATPase inh: inhibitors of human p97 ATPase | recombinant p97 ATPase, Kinase-Glo ATP luminescence, 3 h | P55072 | actives 0.42% (n = 220,000) | AID 1481 | inhibition, % at 8 µM; in the data active means inhibition above about 15%;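 further: 0% = DMSO vehicle and 100% = wells lacking enzyme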
RBBP9 inhibitor: human RBBP9 hydrolase inhibition | O75884 | recombinant RBBP9, FP-Rh probe fluorescence polarization | inhibition, % at 7.94 µM | actives 0.2% (n = 220,000) | AID 1515;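 active means inhibition above the campaign mean of all tested compounds plus 3 SD, cut at about 14% in these data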;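 further: plate controls were DMSO wells with RBBP9 for no effect and wells lacking RBBP9 protein for full effect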
Target sequence (O75884 whole entry, looked up): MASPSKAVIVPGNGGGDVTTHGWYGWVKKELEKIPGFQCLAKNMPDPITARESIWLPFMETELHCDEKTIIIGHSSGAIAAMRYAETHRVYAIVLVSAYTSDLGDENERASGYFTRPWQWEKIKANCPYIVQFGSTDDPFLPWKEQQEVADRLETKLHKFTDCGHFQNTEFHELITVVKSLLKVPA
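Assay system: recombinant human RBBP9; Reagent: Serine-hydrolase probe FP-Rh, 375 nM pre-mixing; Doses: 7.94 µM single dose, 0.794% DMSO; Incubation: 30 min then 45 min, 25 °C; Detection: fluorescence polarization (mP), excitation 525 nm, emission 598 nm; Evaluation: percent inhibition from mP, scaled between DMSO and no-protein wells.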
p47phox inh: blocks human p47phox regulatory protein of NADPH oxidases; inhibition, % at 24.7 µM; p47phox/p22phox peptide binding, fluorescence polarization, 2 h; AID 1274; actives 0.53% (n = 220,000); P14598;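 active means inhibition above about 30%, limit read from the data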;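 further: 0% = p47phox with labelled peptide and 100% = labelled peptide alone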
Tb hexokinase: T. brucei hexokinase 1 inhibition; AID 1430; actives 0.11% (n = 220,000); inhibition, % at 10 µM; recombinant TbHK1, G6PDH-coupled NADH A340;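 active means inhibition of 50% or more in the single-dose primary screen; inactive means inhibition below 50%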
Runt-CBFb FRET: Runt domain-CBFb interaction inhibition | actives 0.46% (n = 220,000) | Cerulean-Runt/Venus-CBFb FRET ratio 530/480, 1 h | inhibition, % at 20 µM | Q01196+Q13951;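 active means inhibition over about 50% at 20 µM in the single-dose screen, limit read from the data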;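 further: 0% = DMSO wells and 100% = excess unlabeled CBFb competitor control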
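test system = Cerulean-tagged RUNX1 Runt domain (FRET donor) fusion protein | reagent = Venus-CBFb binding partner, 100 nM | incubation = protein complex preformed 1 h, compound exposure 1 h, room temperature, dark | detection = FRET fluorescence | read-out basis = loss of energy transfer signal | controls = 5 µM unlabeled CBFb as full-inhibition high control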
Furin inhibitor: blocks human furin protease activity | P09958 | purified furin, fluorogenic substrate cleavage | inhibition, % at 30 µM | actives 0.061% (n = 220,000); in the data active means inhibition above about 25%; further: inactives centre near -15
Target sequence (P09958 108-714 limits assumed): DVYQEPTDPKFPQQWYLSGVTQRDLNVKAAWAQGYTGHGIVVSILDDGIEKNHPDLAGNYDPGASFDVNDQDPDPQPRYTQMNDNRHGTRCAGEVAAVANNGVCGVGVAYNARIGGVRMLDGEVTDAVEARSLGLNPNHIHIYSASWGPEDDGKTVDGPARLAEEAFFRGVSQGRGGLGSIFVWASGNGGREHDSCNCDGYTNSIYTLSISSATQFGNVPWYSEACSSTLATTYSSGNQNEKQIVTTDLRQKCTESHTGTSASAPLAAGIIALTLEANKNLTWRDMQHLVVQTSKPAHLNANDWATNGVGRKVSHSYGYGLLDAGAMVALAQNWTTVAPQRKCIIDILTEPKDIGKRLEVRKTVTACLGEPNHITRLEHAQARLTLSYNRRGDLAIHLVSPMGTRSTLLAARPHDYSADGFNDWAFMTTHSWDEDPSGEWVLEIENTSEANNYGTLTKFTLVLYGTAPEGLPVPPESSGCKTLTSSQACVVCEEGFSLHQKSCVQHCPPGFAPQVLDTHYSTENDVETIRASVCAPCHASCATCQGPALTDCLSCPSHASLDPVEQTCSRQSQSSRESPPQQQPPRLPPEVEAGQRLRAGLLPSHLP
m-calpain inh: inhibitors of pig calpain II. purified calpain II, fluorogenic peptide substrate, 30 min. inhibition, % at 16 µM. actives 0.37% (n = 220,000). AID 1236;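 active means inhibition above about 50%, limit read from the data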
EBV gp42 inh: blocks Epstein-Barr virus glycoprotein 42 binding | Q1HVG2 | Fluorescence polarization binding assay, mP read-out | inhibition, % (tested at 21.74 µM) | actives 0.42% (n = 220,000); in the data active means inhibition above about 50%
Target sequence (Q1HVG2 whole entry, looked up): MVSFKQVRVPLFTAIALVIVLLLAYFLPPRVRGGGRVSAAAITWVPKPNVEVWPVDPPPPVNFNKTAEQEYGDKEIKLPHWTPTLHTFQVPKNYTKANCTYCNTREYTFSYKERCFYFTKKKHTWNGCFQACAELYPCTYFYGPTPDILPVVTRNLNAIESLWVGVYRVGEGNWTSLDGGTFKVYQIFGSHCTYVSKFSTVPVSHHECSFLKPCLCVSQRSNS
* = called active by the depositor; i = inactive; . = no result given; [ ] = another dose, or the depositor's remark. Hits appear at their usual frequency, and some 2.7% of all compounds hit somewhere here.

(1) COc1ccc(-c2n[nH]c(=S)n2CC(C)C)cc1
(2) CC(C)c1ccc(OCc2cccc(C(=O)N/N=C/c3cccnc3)c2)cc1
(3) O=C(N/N=C1\CCc2ccccc21)c1ccccc1Cl
(4) C/C(=N\NC(=O)c1ccccc1)c1nc2ccccc2n1C
(5) Cc1ccccc1N1C(=O)C(Cl)=C(N2CCCCCC2)C1=O
(6) COc1ccccc1/C=C(\NC(=O)c1ccc(OC)c(OC)c1)C(=O)Nc1ccc([N+](=O)[O-])cc1
assay / compound,1,2,3,4,5,6
Tb hexokinase,4,0,-5,14,3,-26
m-calpain inh,2,-17,2,-11,29,-74
p47phox inh,-13,1,-1,0,-12,0
RBBP9 inhibitor,1,-30,-1,2,-2,-3
Furin inhibitor,0[20 µM],-23,-8,-3,-16,-21
EBV gp42 inh,-14,-6,-15,0,-13,-5
p97 ATPase inh,5,6,0,6,1,9
Runt-SMMHC FRET,6,-2,3,4,-20,-2
Runt-CBFb FRET,8,-2,-2,2,-6,-3

(7) CCN1C(=O)N[C@@H](c2cccs2)C(C(C)=O)=C1C
(8) O=c1c2c(nc3cc(-c4cccc(Cl)c4)[nH]n13)CCCC2
(9) Cc1ccc(Oc2nnc(-c3cccs3)c3ccccc23)cc1
(10) CCC1CCc2c([nH]c3ccccc3c2=O)O1 (stereo not drawn)
(11) Cc1ccc(NC(=O)NNC(=O)c2sccc2-n2cccc2)cc1
(12) COc1ccc(C2(CNC(=O)c3cccc([N+](=O)[O-])c3)CCOCC2)cc1OC
assay / compound,7,8,9,10,11,12
Tb hexokinase,-6,4,3,-4,-5,-1
m-calpain inh,-4,-60,5,16,-3,6
p47phox inh,-7,-18,-11,-4,-5,0
RBBP9 inhibitor,.,-7,-9,-4,-2,-1
Furin inhibitor,-13,-31,-16,-9,-34,-28
EBV gp42 inh,2,-14,-13,-2,-12,-10
p97 ATPase inh,.,1,4,1,7,2
Runt-SMMHC FRET,0,-2,-3,4,-3,5
Runt-CBFb FRET,0,11,-2,-2,-1,1

(13) COc1ccc(C2NC(C(=O)O)CS2)cc1COCC(F)(F)F (stereo not drawn)
(14) Cc1cc2nnc(SCC(=O)NCC3CCCO3)n2c2ccccc12 (stereo not drawn)
(15) Cn1nc(-c2ccc(Cl)cc2)nc2c(=O)n(C)c(=O)nc1-2
(16) O=C1NCCN/C1=C\C(=O)c1ccccc1
(17) Cc1noc(C)c1S(=O)(=O)N(CC(=O)N1CCn2c1nc1ccccc12)c1ccc(C(C)C)cc1
(18) O=C(CN(c1ccc(F)cc1)S(=O)(=O)c1ccc2c(c1)OCCO2)Nc1ccc2c(c1)OCO2
assay / compound,13,14,15,16,17,18
Tb hexokinase,-2,-3,79*,-26,-12,-4
m-calpain inh,-2,8,55*,5,-43,-31
p47phox inh,-13,-5,-6,-21,-2,-7
RBBP9 inhibitor,-3,0,-2,-13,-5,-4
Furin inhibitor,-13,-17,-11[20 µM],-7[20 µM],-23,-9[20 µM]
EBV gp42 inh,0,6,54*,-4,-10,-11
p97 ATPase inh,-1,5,38*,-3,2,6
Runt-SMMHC FRET,.,-2,-51,1,3,6
Runt-CBFb FRET,.,0,-17,1,-4,2

(19) CCN1CCN(C(=O)CCNC(=O)Cn2ccc3ccccc3c2=O)CC1
(20) CC(=O)Nc1cccc(NC(=O)c2cc3ccccc3o2)c1
(21) CC(=O)c1ccc2noc(-c3cccc(C)c3)c2c1
(22) O=C(OC1Cn2c(=O)ccc(=O)n2C1)c1ccc([N+](=O)[O-])cc1
(23) O=C(Cn1c(=O)n(Cc2ccco2)c(=O)c2ccccc21)NCC1CCCO1 (stereo not drawn)
(24) CCN(CC)CC(=O)c1c[nH]c2ccccc12
assay / compound,19,20,21,22,23,24
Tb hexokinase,-15,-6,-5,-8,-7,-6
m-calpain inh,-20,-1,-118,-12,28,1
p47phox inh,-5,-8,-22,-4,-2,-20
RBBP9 inhibitor,-8,-5,-7,-3,-7,-11
Furin inhibitor,-7[20 µM],-28,-15,-18,-26,-9
EBV gp42 inh,-23,2,-16,-15,-1,-4
p97 ATPase inh,0,-4,1,3,-4,-6
Runt-SMMHC FRET,0,0,-2,3,1,1
Runt-CBFb FRET,1,0,4,-2,5,0

(25) O=C(COc1ccc(-c2ccccc2)cc1)NN=C1CCCC1
(26) Brc1ccc(-c2nn3c(Cc4ccccc4)nnc3s2)o1
(27) CN(Cc1ccccc1)C1=CC(=[N+]2CCCCC2)CC(C)(C)C1
(28) O=C(Nc1nc2c(s1)C(=O)CCC2)c1ccccc1
(29) Cc1ccc(S(=O)(=O)N(CC(=O)NCCSC2CCCCC2)c2ccccc2F)cc1
(30) O=C(O)c1cnn2c(C(F)(F)F)cc(-c3ccccc3)nc12
assay / compound,25,26,27,28,29,30
Tb hexokinase,-2,-9,-108,-24,-6,-21
m-calpain inh,22,-25,39,15,12,-65
p47phox inh,-15,-8,1,1,2,8
RBBP9 inhibitor,-11,-4,4,-9,-5,-3
Furin inhibitor,-31,-12,9,-24,-19,-8[20 µM]
EBV gp42 inh,-13,-15,-63,0,6,-12
p97 ATPase inh,1,-2,0,-6,-2,1
Runt-SMMHC FRET,0,-2,8,1,-6,-1
Runt-CBFb FRET,0,-2,-11,-2,-3,-2

(31) Cc1cccc(N(CC(=O)N=Nc2c(O)[nH]c3ccccc23)S(C)(=O)=O)c1C
(32) Cc1coc2cc3oc(=O)c(CCC(=O)O)c(C)c3cc12
(33) COc1ccc(C2N(Cc3ccccc3)CC(=O)N2/N=C(\C)c2ccccc2)cc1 (stereo not drawn)
(34) c1cc(Nc2ncnc3sccc23)cc(-c2nnc3n2CCCCC3)c1
(35) O=c1/c(=C/c2ccccc2)sc2nnc(-c3cccs3)n12
(36) Cc1ccc(S(=O)(=O)N(c2ccccc2)C2CCS(=O)(=O)C2)cc1 (stereo not drawn)
assay / compound,31,32,33,34,35,36
Tb hexokinase,-33,-20,2,-4,-23,-14
m-calpain inh,-63,-99,30,-15,8,-20
p47phox inh,-13,4,0,-15,4,0
RBBP9 inhibitor,-5,2,-9,-7,0,-5
Furin inhibitor,-22[20 µM],-18,-13,-18,-11,-17
EBV gp42 inh,0,-4,-7,-8,-2,-11
p97 ATPase inh,4,2,-7,-2,13,-4
Runt-SMMHC FRET,0,-1,-2,3,-10,-95
Runt-CBFb FRET,-5,0,-2,-1,1,-1

Profiles from above. Screens in order: Tb hexokinase, m-calpain inh, p47phox inh, RBBP9 inhibitor, Furin inhibitor, EBV gp42 inh, p97 ATPase inh, Runt-SMMHC FRET, Runt-CBFb FRET
Cc1cccc(N(CC(=O)N=Nc2c(O)[nH]c3ccccc23)S(C)(=O)=O)c1C as listed: -33, -63, -13, -5, -22[20 µM], 0, 4, 0, -5
O=c1/c(=C/c2ccccc2)sc2nnc(-c3cccs3)n12 as listed: -23, 8, 4, 0, -11, -2, 13, -10, 1
c1cc(Nc2ncnc3sccc23)cc(-c2nnc3n2CCCCC3)c1 as listed: -4, -15, -15, -7, -18, -8, -2, 3, -1
Cc1ccc(S(=O)(=O)N(c2ccccc2)C2CCS(=O)(=O)C2)cc1 (stereo not drawn) as listed: -14, -20, 0, -5, -17, -11, -4, -95, -1
Cc1coc2cc3oc(=O)c(CCC(=O)O)c(C)c3cc12 as listed: -20, -99, 4, 2, -18, -4, 2, -1, 0

Additional records:
(37) CCOC(=O)N1CCC(N2Cc3cccc(C(=O)NCc4ccccc4OC)c3C2=O)CC1
(38) Cc1c(C)n(CC(O)CN(CCO)CCO)c2ccccc12 (stereo not drawn)
(39) CCc1c(C)c2cc(Cl)c(O)c(CN(CC)CC)c2oc1=O
(40) CC1CCCN(S(=O)(=O)c2ccc(NC(=O)Cn3nnc(-c4ccccc4F)n3)cc2)C1 (stereo not drawn)
(41) Cc1cc(NC(=O)c2cnn3cccnc23)n(-c2ccccc2)n1
(42) CN(C)C(C)(C)C#CC(O)(c1ccccc1)c1ccccc1
assay / compound,37,38,39,40,41,42
Tb hexokinase,-4,-6,-32,11,-6,-1
m-calpain inh,-19,-20,i,-21,12,-30
p47phox inh,2,-11,2,-16,-14,-9
RBBP9 inhibitor,-11,2,-6,-27,-7,3
Furin inhibitor,-7,-42,1[20 µM],-34,-24[20 µM],-22
EBV gp42 inh,0,0,-15,-15,-9,-26
p97 ATPase inh,-5,1,-5,3,0,4
Runt-SMMHC FRET,0,0,65*,3,-1,-4
Runt-CBFb FRET,-4,.,95*,-1,1,0

(43) CC(C)(C)NC(=O)CSc1nc(-c2ccccc2)cc(=O)[nH]1
(44) Cn1nc(-c2ccc(Cl)cc2)c2cc(C(=O)NCCCN3CCOCC3)sc21
(45) O=P(COCCOCCOCP(=O)(c1ccccc1)c1ccccc1)(c1ccccc1)c1ccccc1
(46) Fc1ccc(-c2ncc3ccccn23)cc1
(47) Cc1ccc(Nc2ncnc3c2cnn3C)cc1
(48) N#Cc1cc2c(=O)n3ccccc3nc2n(CCCn2ccnc2)c1=N
assay / compound,43,44,45,46,47,48
Tb hexokinase,-8,-28,-17,-8,-4,-4
m-calpain inh,-12,-282,-9,-212,-17,.
p47phox inh,2,-23,5,-5,-12,.
RBBP9 inhibitor,-5,-4,-9,-3,-1,-6
Furin inhibitor,-20,-25,-15,-26,-22,-16
EBV gp42 inh,2,-13,-6,-14,-18,.
p97 ATPase inh,-1,-6,-5,4,4,6
Runt-SMMHC FRET,1,-3,0,1,-2,40
Runt-CBFb FRET,0,2,1,2,2,12

Ordered by value in p47phox inh (descending): some entries from above.
entry | mol | p47phox inh
2 | CC(C)c1ccc(OCc2cccc(C(=O)N/N=C/c3cccnc3)c2)cc1 | 1
12 | COc1ccc(C2(CNC(=O)c3cccc([N+](=O)[O-])c3)CCOCC2)cc1OC | 0
1 | COc1ccc(-c2n[nH]c(=S)n2CC(C)C)cc1 | -13

Other structures:
(49) O=C(C1=C(O)C(=O)N(c2ncccn2)C1c1cccc(Cl)c1)c1ccco1 (stereo not drawn)
(50) C=CCNC(=S)NNC(=O)c1ccc(OC(C)C)cc1
(51) CCN(CC)CCNC(=O)c1ccc(NC(=O)c2cn(-c3ccccc3)nc2-c2cccs2)cc1
(52) CCCCCCCCOC(=O)c1c(CSC(=N)N)n(C)c2cc(Br)c(OC(C)=O)cc12
assay / compound,49,50,51,52
Tb hexokinase,1,1,-6,24
m-calpain inh,-28,-37,-60,-11
p47phox inh,-14,-17,-22,88*
RBBP9 inhibitor,-3,-4,-20,-11
Furin inhibitor,-6[20 µM],-18[20 µM],-13,-12
EBV gp42 inh,3,-4,7,-19
p97 ATPase inh,0,2,2,5
Runt-SMMHC FRET,-15,-1,9,7
Runt-CBFb FRET,0,5,5,-4
